Screening results deposited in PubChem BioAssay by several laboratories.
CIT2 TOR yeast: alters CIT2-GFP fluorescence in TOR pathway yeast screen; S. cerevisiae CIT2-GFP strain, flow cytometry, 3 h; 100 means same as DMSO wells; GFP response vs DMSO, % at 10 µM; hit rate 0.065% among 320,000; AID 2029;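 active means GFP response relative to DMSO above a set limit, near the screen mean plus 3 SD, cut at about 150% in these data; inconclusive means Fewer than 70 cells measured for a yeast strain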;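 further: ratio of well median GFP fluorescence to mean of DMSO wells on the plate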
AGP1 TOR yeast: yeast TOR pathway AGP1-GFP modulation; S. cerevisiae AGP1-GFP multiplex flow cytometry, 3 h; GFP as percent of DMSO wells; GFP response vs DMSO, % at 10 µM; hit rate 0.02% among 320,000; AID 2066;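 active means GFP response relative to DMSO above a set limit, near screen average plus 3 SD, cut at about 150% in these data; inconclusive means fewer than 70 cells counted for the yeast strain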;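 further: median GFP channel fluorescence of the gated AGP1 strain per well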
Fam108B counter: counter-screen for RBBP9 inhibitors: inhibitors of mouse Fam108B; inhibition, % at 9.51 µM; AID 1947; hit rate 0.33% among 300,000; recombinant Fam108B, FP-Rh probe fluorescence polarization;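 active means inhibition above the screen mean inhibition plus 3 SD, computed separately per campaign, cut at about 18% in these data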;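 further: inhibitors lower polarization as less probe binds the enzyme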
VLA-4 inh: inhibition in a human VLA-4 binding assay; P13612; inhibition, % (about 7 µM as worked out from the volumes in the protocol); VLA-4 expressing cells, ligand binding flow cytometry; hit rate 0.2% among 330,000; AID 2557; in the data active means inhibition above about 50%
BCLXL inh: Bcl-xL (human) inhibition; Q07817; GST-Bcl-xL / FITC-Bim BH3 peptide fluorescence polarization; inhibition, % at 10.9 µM; hit rate 0.7% among 320,000;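 active means inhibition above the mean of all tested compounds plus 3 SD, cutoff set per campaign, cut at about 30% in these data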;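 further: 0% = DMSO wells and 100% = unlabeled Bim-BH3 peptide competitor; inhibitors lower millipolarization by displacing the labeled peptide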
GRK2 inh: inhibitors of human GRK2 displacing RNA aptamer. bead flow cytometry, FAM-aptamer displacement from GRK2. P25098. hit rate 0.59% among 330,000. inhibition of aptamer binding, % at 10 µM;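 active means inhibition of aptamer binding above 40%, roughly 3 SD of noise, on plates passing a quality check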;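 further: median bead fluorescence of bound FAM aptamer so fluorescent compounds give negative values; no value below 0 was filed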
GLD-1 TGE inh: GLD-1-TGE RNA interaction inhibition (C. elegans); Q17339; purified GLD-1 + fluorescein TGE RNA, fluorescence polarization; inhibition, % at 5.96 µM; hit rate 0.44% among 320,000;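 active means percent inhibition above a per-plate cutoff, the plate mean of test compounds plus 3 SD, cut at about 30% in these data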;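 further: 0% = DMSO wells with GLD-1 and probe and 100% = wells lacking GLD-1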
Target sequence (Q17339 whole entry, looked up): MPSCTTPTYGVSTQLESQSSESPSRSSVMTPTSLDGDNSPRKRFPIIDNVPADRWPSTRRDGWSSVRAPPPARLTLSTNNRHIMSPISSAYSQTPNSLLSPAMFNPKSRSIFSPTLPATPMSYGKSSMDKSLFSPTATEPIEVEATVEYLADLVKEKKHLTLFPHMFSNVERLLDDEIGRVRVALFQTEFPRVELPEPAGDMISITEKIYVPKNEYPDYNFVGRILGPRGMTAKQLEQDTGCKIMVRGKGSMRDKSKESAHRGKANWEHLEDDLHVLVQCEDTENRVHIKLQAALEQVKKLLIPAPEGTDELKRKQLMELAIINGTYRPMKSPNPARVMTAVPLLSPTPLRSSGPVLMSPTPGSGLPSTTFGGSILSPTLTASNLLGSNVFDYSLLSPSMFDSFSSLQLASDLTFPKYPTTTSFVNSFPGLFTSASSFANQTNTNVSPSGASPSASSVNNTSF
MCL1-BIM inh: disrupts human MCL1 binding to BIM-BH3 peptide | Q07820 | GST-MCL1 / FITC-Bim-BH3 fluorescence polarization | inhibition, % at 10.9 µM | hit rate 0.68% among 320,000;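 active means inhibition above the mean inhibition of all tested compounds plus 3 SD, set per campaign, cut at about 40% in these data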;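 further: 0% = DMSO wells and 100% = unlabeled Bim-BH3 peptide control; higher means more loss of mP so more displacement of Bim peptide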
MEX-5 binding: C. elegans MEX-5 TCR-2 RNA binding activity | hit rate 0.38% among 300,000 | AID 1832 | MEX-5/FITC-TCR2 RNA binding, fluorescence polarization; stronger effect = lower value | activity score (negative = inhibition of binding), % at 10 µM | Q9XUB2;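 active means inhibition past about -25% in most replicates, and total fluorescence under double the plate's negative control median, limit read from the data; inconclusive means replicates evenly split on the limit, or fluorescence at least double controls; inactive means too little inhibition in most replicates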;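 further: 0% = DMSO and -100% = 5 µM competing unlabeled TCR2 RNA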
Target sequence (Q9XUB2 whole entry, looked up): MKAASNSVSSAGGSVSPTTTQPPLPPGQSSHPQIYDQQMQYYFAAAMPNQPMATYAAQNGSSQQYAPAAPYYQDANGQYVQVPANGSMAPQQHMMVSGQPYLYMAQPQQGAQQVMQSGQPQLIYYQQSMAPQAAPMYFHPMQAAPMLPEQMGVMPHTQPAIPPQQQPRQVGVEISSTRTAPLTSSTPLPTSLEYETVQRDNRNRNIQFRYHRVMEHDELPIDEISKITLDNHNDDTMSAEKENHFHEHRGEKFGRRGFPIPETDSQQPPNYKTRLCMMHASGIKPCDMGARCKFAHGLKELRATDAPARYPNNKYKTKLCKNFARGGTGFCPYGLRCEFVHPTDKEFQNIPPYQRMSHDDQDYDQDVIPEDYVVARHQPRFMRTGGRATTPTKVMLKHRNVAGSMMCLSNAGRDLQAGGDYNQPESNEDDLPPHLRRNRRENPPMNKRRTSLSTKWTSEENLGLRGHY
Numbers without * were called inactive; ? = inconclusive; . = no result given; + = active, no number.

Every second line gives: CIT2 TOR yeast	AGP1 TOR yeast	Fam108B counter	VLA-4 inh	BCLXL inh	GRK2 inh	GLD-1 TGE inh	MCL1-BIM inh	MEX-5 binding
CC(C)(C)C(=O)c1cn(CC(=O)O)c2ccccc12
    90	96	-2	7	3	3	3	4	1.9
CC1Cc2ccccc2N1C(=O)CNCCCN(C)C (centres undefined)
    101	107	1	13	0	2	-3	-1	-0.1
CCOc1cc(C(=O)Nc2ccccc2N2CCN(S(C)(=O)=O)CC2)cc(OCC)c1OCC
    84	88	-4	3	1	0	2	1	-0.2
O=C(CSc1ccc2c(c1)OCCO2)Nc1ccc(N2CCOCC2)cc1
    93	87	3	13	6	1	-1	-4	-0.6
Cc1ccc(CNC(=O)CNC(=S)N(Cc2ccccc2)Cc2cccnc2)cc1
    100	93	0	16	1	0	6	3	0.8
Cc1ccc(NC(=O)CN(C(=O)N2CCN(C)CC2)S(=O)(=O)c2ccc(C)cc2)cc1
    105	114	2	11	-1	0	6	-2	0.4
Cc1ccc(OCC(O)CN2CC3(C)CC2CC(C)(C)C3)cc1 (centres undefined)
    104	102	-3	9	6	0	1	11	-2.5
Cn1nc(C(F)(F)F)cc1-c1ccc(/C=C(\C#N)C(=O)c2cccc(C(F)(F)F)c2)s1
    110	112	-1	1	-4	2	0	-3	?
COc1ccc(N2CCN(c3cc(C)c4ccc(O)cc4n3)CC2)cc1
    98	93	6	7	1	0	6	2	3.4
CC(C)C[C@H](N)c1cn([C@@H](CCCCN)C(=O)N2CCNCC2)nn1
    103	93	-3	18	1	0	2	3	-1.0
Cc1cccnc1NC(=O)C1CCN(S(=O)(=O)c2ccc3ccccc3c2)CC1
    107	99	3	-8	3	1	8	6	-1.0
COc1ccc(NC(=O)CNc2ccccc2C(C)=O)cc1S(=O)(=O)N1CCOCC1
    97	95	.	6	.	0	5	.	.
Cc1oc(-c2cccc(F)c2)nc1CN1CCCCC1CCc1ccccn1 (centres undefined)
    102	103	2	22	8	0	0	3	2.4
CCOc1ccc(C(=O)NNC(=O)CN2C(=O)C3CC=CCC3C2=O)cc1OC (centres undefined)
    104	101	.	-2	.	0	9	.	.
CC(C)OCCCN1CC(=O)N2C(c3ccccc3)c3[nH]c4ccccc4c3C[C@H]2C1=O (some centres undefined)
    96	92	5	9	10	0	2	7	1.7
CC(C)NC(=O)CC(=O)N/N=C/c1c(F)cccc1Cl
    111	112	2	7	0	1	-9	-5	2.2
COc1cccc(/C=C/C(=O)OCC(=O)c2cc(C)n(CC3CCCO3)c2C)c1OC (centres undefined)
    102	102	7	0	3	14	-2	-1	-1.2
COc1ccc(N2CCN(CC(=O)Nc3sccc3C#N)CC2)cc1
    107	103	1	5	9	0	1	10	-2.0
CCOc1ccc(-c2noc(CCC(=O)NCC3CCCO3)n2)cc1OC (centres undefined)
    111	101	-2	-7	1	35	7	6	-1.4
Cc1c(Nc2scc(-c3ccccc3)[n+]2-c2ccccc2)c(=O)n(-c2ccccc2)n1C
    105	114	-8	14	3	2	-3	-6	0.1

(cont.)
Every second line gives: CIT2 TOR yeast	AGP1 TOR yeast	Fam108B counter	VLA-4 inh	BCLXL inh	GRK2 inh	GLD-1 TGE inh	MCL1-BIM inh	MEX-5 binding
O=C(CCNC(=O)c1ccc([N+](=O)[O-])cc1)Nc1ccc(S(=O)(=O)N2CCOCC2)cc1
    87	111	0	6	-3	2	5	-5	-0.7
CC(CCc1ccccc1)NC(=O)C1CCCN(c2nnc(-n3cccc3)s2)C1 (centres undefined)
    105	95	1	25	2	3	3	3	0.8
O=C(Oc1ccc(C(=S)N2CCOCC2)cc1)c1ccc([N+](=O)[O-])cc1
    96	41	-3	-1	16	0	1	7	0.7
COc1ccc(C=NCCC2(O)CC(C)N(C)CC2C)cc1 (centres undefined)
    93	105	1	5	31*	0	7	41*	-10
CCOc1ccc(NC2C=CS(=O)(=O)C2)cc1 (centres undefined)
    105	98	1	-7	6	2	-4	17	0.3
N#Cc1ccccc1NC(=O)CNc1ccc(Cl)c(C(F)(F)F)c1
    107	108	0	-20	1	20	-2	-8	2.6
CCN(CC(=O)NCc1cccs1)C(=O)/C=C/c1cccc(Br)c1
    93	100	-1	36	3	1	5	3	-0.2
COc1cccc(C2/C(=C(/O)c3ccc4c(c3)OCO4)C(=O)C(=O)N2CCN2CCOCC2)c1 (centres undefined)
    90	82	3	10	0	0	2	-3	-3.6
COCCCNC(=O)CN1CCN(Cc2ccccc2Cl)C1=O
    107	106	-2	-12	-7	4	1	-4	0.7
O=c1[nH]c2ccccc2nc1NCc1ccccc1
    101	100	-5	6	2	0	8	2	1.3
O=C(COC(=O)C1CCN(c2ccc(C(F)(F)F)cn2)CC1)c1ccccc1Cl
    98	101	1	3	1	1	7	-5	0.7
Cc1ccn2c(c1)nc(=S)n2C(=O)c1ccccc1
    99	91	1	4	-2	2	-6	-2	3.2
OCCCNCc1ccc(Cl)cc1Cl
    86	94	2	7	5	0	-3	6	1.4
COCCN(CCOC)S(=O)(=O)c1ccc(C(=O)Nc2nnc(C3CC3)o2)cc1
    106	102	3	-14	4	2	-4	1	1.7
COc1cc(C(c2c(C)[nH][nH]c2=O)c2c(C)[nH][nH]c2=O)ccc1OS(=O)(=O)c1ccccc1
    99	103	1	7	4	0	5	4	-1.4
Cc1ccccc1/C=N\NC(=O)c1ccccc1-n1cccc1
    85	88	1	15	2	1	12	-5	-0.6
CCOC(=O)c1c(NC(NC(C)=O)C(Cl)(Cl)Cl)sc(C(C)=O)c1C (centres undefined)
    88	93	4	10	3	3	6	3	-1.6
Cc1ccnc(NC(=S)NC(=O)/C=C/c2ccccc2)c1
    .	97	-6	1	2	5	6	0	0.6
O=C(CN1CCN(c2ccc(O)cc2)CC1)NC(c1ccccc1)c1ccccc1
    102	102	-1	39	23	0	4	21	-3.1
CC(C)(C)c1ccc(C(=O)N2CCC3(CC2)NCCc2[nH]cnc23)cc1
    105	104	0	-4	3	0	-1	2	-0.5

Reprinted at random: 2 compounds from above
Every second line gives: CIT2 TOR yeast	AGP1 TOR yeast	Fam108B counter	VLA-4 inh	BCLXL inh	GRK2 inh	GLD-1 TGE inh	MCL1-BIM inh	MEX-5 binding
COCCCNC(=O)CN1CCN(Cc2ccccc2Cl)C1=O
    107	106	-2	-12	-7	4	1	-4	0.7
O=c1[nH]c2ccccc2nc1NCc1ccccc1
    101	100	-5	6	2	0	8	2	1.3

Following part:
Every second line gives: CIT2 TOR yeast	AGP1 TOR yeast	Fam108B counter	VLA-4 inh	BCLXL inh	GRK2 inh	GLD-1 TGE inh	MCL1-BIM inh	MEX-5 binding
Cc1ccc(-c2cc(C(=O)OCn3nnc4ccccc4c3=O)c3ccccc3n2)cc1
    97	107	3	-2	4	0	-4	1	-3.3
COc1ccc(C(=O)Nc2ccc(Cl)cc2C(=O)N2CCCC(C)C2)cc1OC (centres undefined)
    96	98	-4	12	4	23	1	-4	-1.8
Oc1ccccc1N1CCN(C(=S)Nc2ccc(SC(F)F)cc2)CC1
    91	90	-2	-18	2	2	-3	3	-1.0
Cc1ccc(OCC(=O)n2nc(C)cc2C)c(C)c1
    93	89	3	17	2	0	-4	-1	1.6
Cc1ccccc1OCC(=O)Nc1ccncc1
    121	116	5	5	6	0	-2	4	-0.8
Cc1cccc(C(=O)NC(=S)N2CCN(C)CC2)c1
    107	103	5	5	6	1	1	7	-1.3
CCOCC(=O)Nc1nc(C)cc(C)n1
    95	92	0	-3	11	3	5	14	-2.6
O=[N+]([O-])c1ccc(C2=NCCO2)cc1
    100	102	-1	5	4	5	-5	0	0.5
Cc1nn(CC(=O)O)c2ccccc12
    92	91	1	22	3	0	-10	3	-0.7
Cc1cc(Cl)ccc1NC(=S)NCCCO
    96	102	-4	-6	3	3	1	-1	-1.9
CCN(CC(=O)Nc1sc2c(c1C#N)CCC(C)C2)Cc1nc2ccccc2c(=O)[nH]1 (centres undefined)
    .	92	0	-9	0	1	-11	2	-1.1
O=C(NC1CCCCC1)Oc1ccccc1
    91	103	-2	26	3	0	3	8	-3.4
O=C(c1ccc(Cl)c(S(=O)(=O)N2CCCCCC2)c1)N1CCN(c2ccccn2)CC1
    104	92	0	-3	4	1	1	6	0.1
CC(CCc1ccccc1)NC(=O)COC(=O)c1ccc(S(C)(=O)=O)c([N+](=O)[O-])c1 (centres undefined)
    90	95	-19	40	-6	0	4	1	0.5
Cn1c(-c2ccc(F)cc2)cnc1SCC(=O)N1CCCCC1
    .	102	0	5	1	2	-2	8	0.9
COC(=O)c1cc(Br)c(N)cc1OC
    108	105	4	47	4	2	6	11	0.8
O=C(CSc1nc2ccccc2o1)N/N=C/c1ccco1
    95	96	2	9	1	0	-1	8	0.8
Cc1ccc(OCCCCN2CCCC(C)C2)c([N+](=O)[O-])c1 (centres undefined)
    106	104	-1	-9	8	0	0	3	-1.9
Cc1cc(NC(=O)C(C)SCC(=O)Nc2cc(Cl)ccc2N2CCN(C)CC2)no1 (centres undefined)
    105	109	3	-1	1	0	-3	4	-0.7
O=C(CCc1ccccc1)NC(=S)Nc1ccccc1[N+](=O)[O-]
    90	93	-4	7	3	6	-3	8	-2.4

Continued:
Every second line gives: CIT2 TOR yeast	AGP1 TOR yeast	Fam108B counter	VLA-4 inh	BCLXL inh	GRK2 inh	GLD-1 TGE inh	MCL1-BIM inh	MEX-5 binding
COc1ccc(Br)cc1CNC(=O)C1CCN(S(=O)(=O)N2CCCCC2)CC1
    93	93	-2	2	5	0	1	4	-1.3
COP(=O)(OC)c1nc(-c2ccccc2)oc1NCc1ccccc1
    95	105	2	6	7	0	0	6	0.7
COCCNC(=O)Cn1cc2c(n1)CCC(C)C2 (centres undefined)
    95	105	-3	14	2	8	0	1	-0.8
CSC1=NCCN1C(=O)c1c(-c2ccccc2Cl)noc1C
    97	101	0	19	2	4	0	2	-1.4
O=C(CSc1nnc(-c2ccncc2)n1Cc1ccco1)c1ccc(Cl)cc1
    93	98	-1	-11	1	0	5	7	-1.8
CCN1CCN(c2nc(N)c([N+](=O)[O-])c(Nc3ccc(C)c(C)c3)n2)CC1
    89	91	2	16	6	0	2	-3	-1.0
CN1CCN(c2nc3ccccc3nc2C(C#N)C(=O)OC2CCCCC2)CC1 (centres undefined)
    101	90	2	-1	7	2	1	0	1.2
COc1cccc(N(C(=O)c2snc(C(N)=O)c2N)C(C(=O)NCC2CCCO2)c2ccc3ncccc3c2)c1 (centres undefined)
    107	103	-5	1	1	7	8	5	-5.7
C=CCn1c(=O)[nH]c2nc3cc(N=CN(C)C)c(C)cc3nc2c1=O
    116	112	3	-12	+	0	181*	+	-51*
Cc1ccc(S(=O)(=O)/N=C2/C=C(C3C(=O)CC(C)(C)CC3=O)C(=O)c3ccccc32)cc1
    86	90	-2	2	3	1	4	-9	-7.9
O=C(CNC(=O)c1ccccc1F)Nc1ccc2c(c1)CCC2
    106	110	.	13	1	2	0	2	.
Cc1ccc(-c2nc(CN(C)Cc3ccc4nccnc4c3)c(C)o2)s1
    103	74	-6	4	7	1	-3	0	2.1
N#Cc1ccccc1NC(=O)COC(=O)CSc1nc2ccccc2o1
    94	102	2	18	4	2	6	10	-2.6
Cn1c(SCc2ccc(Br)cc2)nc2c(c1=O)SCC2
    95	99	-1	0	0	2	7	4	-1.0
CC(C)(C)NC(=O)Cn1c(=O)oc2cc(S(=O)(=O)N3CCc4ccccc43)ccc21
    100	99	3	6	4	3	-3	11	0.5
CCCc1ccc2oc(C(=O)N(C)Cc3nccs3)c(C)c2c1
    93	93	1	18	4	0	6	-2	2.1
